eIF4E-4G inh = eIF4E/eIF4G interaction inhibition in translation initiation; AID 782; TR-FRET eIF4E-eIF4GI(517-606) binding, 2 h; actives 0.37% (n = 220,000); inhibition, % at 21.7 µM;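 further: 0% = full FRET control wells and 100% = background wells lacking eIF4GI fragment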
p47phox inh = p47phox (human) inhibition; actives 0.53% (n = 220,000); p47phox/p22phox peptide binding, fluorescence polarization, 2 h; inhibition, % at 24.7 µM; P14598;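 further: 0% = p47phox with labelled peptide and 100% = labelled peptide alone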
Target sequence (P14598 whole entry, looked up): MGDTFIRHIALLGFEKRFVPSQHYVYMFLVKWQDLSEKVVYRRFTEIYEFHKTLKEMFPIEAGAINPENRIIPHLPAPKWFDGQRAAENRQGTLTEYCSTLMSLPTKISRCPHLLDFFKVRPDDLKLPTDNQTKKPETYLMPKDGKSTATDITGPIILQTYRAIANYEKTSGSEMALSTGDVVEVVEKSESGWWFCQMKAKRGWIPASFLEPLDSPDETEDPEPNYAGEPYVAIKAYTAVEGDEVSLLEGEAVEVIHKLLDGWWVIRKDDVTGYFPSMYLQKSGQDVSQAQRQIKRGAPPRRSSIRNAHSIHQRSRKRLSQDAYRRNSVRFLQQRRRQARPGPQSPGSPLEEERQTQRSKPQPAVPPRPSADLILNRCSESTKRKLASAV
hK5 inh = blocks human kallikrein 5 protease activity; Q9Y337; recombinant hK5, fluorogenic AMC substrate cleavage; inhibition, % at 5 µM; actives 0.59% (n = 210,000);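 active means inhibition of 40% or more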;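 further: 0% = enzyme controls without compound and 100% = no-enzyme blanks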
EBV gp42 inh = inhibitors of Epstein-Barr virus glycoprotein 42 | AID 1085 | Fluorescence polarization binding assay, mP read-out | Q1HVG2 | actives 0.42% (n = 220,000) | inhibition, % (tested at 21.74 µM); in the data active means inhibition above about 50%
KCC2 mod = modulators of human KCC2 chloride dependent transport; AID 1456; KCC2 cells, thallium flux FluoZin-2 fluorescence; actives 2.2% (n = 190,000); B-score of Tl+ flux slope (higher = more flux/activation; lower = inhibition) at 10 µM; Q9H2X9;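 active means thallium flux slope and its plate-corrected score both differing from the plate sample mean at a set confidence after two filtering rounds, in either direction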;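 further: slope of fluorescence scaled to starting intensity during 10 to 20 s after thallium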
Thrombin inh = thrombin (human) inhibition | alpha-thrombin, Boc-VPR-AMC fluorogenic substrate cleavage | inhibition, % at 5 µM | actives 0.26% (n = 220,000);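 active means inhibition at or above 40%; inactive means inhibition below 40%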;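 further: 0% = enzyme with no compound and 100% = wells without enzyme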
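Material: human alpha-thrombin protein. Incubation: reaction at ambient temperature. Technique: fluorescence of released AMC, ex 355 nm, em 460 nm. Control set: no-compound enzyme wells and no-enzyme blanks. Also added: Boc-VPR-AMC substrate, 15 µM final. Buffer or medium: pH 7.5 Tris (50 mM) with NaCl 150 mM, Tween 20 0.05%.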
Rad51 HR inh = blocks human Rad51 in homologous recombination; hRad51 DNA strand exchange, fluorescence dequenching; AID 1385; Q06609; inhibition, % at 10 µM; actives 0.085% (n = 200,000);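 active means inhibition above 40% at the single screening dose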;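 further: 0% = DMSO control wells and 100% = blanks with heterologous ssDNA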
Target sequence (Q06609 whole entry, looked up): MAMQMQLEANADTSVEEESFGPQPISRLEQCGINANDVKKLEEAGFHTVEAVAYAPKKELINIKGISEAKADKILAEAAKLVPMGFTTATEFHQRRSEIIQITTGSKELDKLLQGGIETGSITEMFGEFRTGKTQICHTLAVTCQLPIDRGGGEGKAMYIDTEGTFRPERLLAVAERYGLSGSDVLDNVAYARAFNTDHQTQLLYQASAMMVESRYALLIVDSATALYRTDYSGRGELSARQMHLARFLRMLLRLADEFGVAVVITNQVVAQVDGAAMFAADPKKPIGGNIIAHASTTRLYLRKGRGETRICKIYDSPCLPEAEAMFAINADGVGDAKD
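material = hRad51 filaments on single-stranded DNA | reagent = Donor/quencher-labelled 47-bp dsDNA substrate | compound = 10 µM final, single point | schedule = strand-exchange reaction 15 min at room temperature | measured by = fluorescein emission 520 nm, excitation 485 nm | read-out basis = % inhibition versus plate control and blank means | benchmarks = plate controls and plate blanks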
Furin inhibitor = human furin inhibition; P09958; purified furin, fluorogenic substrate cleavage; inhibition, % at 30 µM; actives 0.061% (n = 220,000); in the data active means inhibition above about 25%; further: inactives centre near -15
14-3-3 Bad PPI = disrupts binding of bovine 14-3-3 zeta to phospho-Bad peptide; TR-FRET 14-3-3zeta/Dy647-pBad peptide displacement, 1 h; actives 0.71% (n = 220,000); inhibition, % at 21.7 µM;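 active means inhibition above about 70%, limit read from the data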;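 further: 0% = full 14-3-3 plus peptide FRET controls and 100% = background without 14-3-3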
Target sequence (P63103 whole entry, looked up): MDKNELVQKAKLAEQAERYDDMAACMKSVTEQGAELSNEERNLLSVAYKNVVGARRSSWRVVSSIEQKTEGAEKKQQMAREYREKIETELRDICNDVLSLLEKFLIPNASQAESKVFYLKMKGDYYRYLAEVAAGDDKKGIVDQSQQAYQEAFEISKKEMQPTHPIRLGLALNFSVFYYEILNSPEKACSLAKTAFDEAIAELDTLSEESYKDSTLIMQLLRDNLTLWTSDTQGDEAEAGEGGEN
Numbers without * were called inactive; i = inactive; / = not tested or not shown; [ ] = dose if it differs, or a comment.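 How the source made its calls, unless noted: active means inhibition above about 30% (limit read from the data); inactive means the rest.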

item	SMILES	eIF4E-4G inh	KCC2 mod	hK5 inh	EBV gp42 inh	14-3-3 Bad PPI	Furin inhibitor	Thrombin inh	Rad51 HR inh	p47phox inh
1	Cc1ccc2c(c1)c1nnc(SCC(=O)Nc3ccccc3C(F)(F)F)nc1n2CC(=O)O	1	-0.36	7	-7	0	-20	0	7	-3
2	N#Cc1c(N2CCOCC2)nc(N2CCCCC2)c2c1CCN(C1CCCCC1)C2	1	/	8	-8	2	-11[20 µM]	5	-8	-7
3	Cc1ccc(/C=C(\NC(=O)c2ccccc2)C(=O)OCc2ccccc2)cc1	-1[fluorescence artefact?]	-1.4	-23	-45	-9	-10	-2	-5	-13
4	Cn1c2c(c(=O)n(C)c1=O)C(c1cccc([N+](=O)[O-])c1)Nc1ccccc1O2 (stereo unspecified)	5[fluorescence artefact?]	0.11	7	-13	12[fluorescence artefact?]	-23[20 µM]	2	6	-13
5	COC(=O)c1[nH]c2ccc(F)cc2c1NS(=O)(=O)c1ccc(OC)cc1	-1	-0.35	-15	-8	4	-12	-5	/	-12
6	CCc1ccc(C2C(C#N)=C(N)SC(N)=C2C#N)cc1	-1	7.9*	-7	-53	-6	0	-4	-94	-58
7	COC1CCCN(C(=O)c2ccc(OC3CCN(CCc4ccccc4)CC3)cc2)C1 (stereo unspecified)	1	1.7	/	-5	2	-4	1	/	-1
8	O=C(O)CCNC(=S)Nc1cccc(F)c1	0	0.34	-5	-9	-7	-15	-7	12	-7
9	COCCNC(C(=O)Nc1cc(Cl)cc(Cl)c1)c1ccccc1 (stereo unspecified)	8	-0.23	-11	-23	-7	-15[20 µM]	5	-3	5
10	COc1ccc(OCCSc2nnc(CC(=O)Nc3cccc(Cl)c3Cl)n2C)cc1	1	/	-2	-5	-1[fluorescence artefact?]	-11[20 µM]	-7	-3	4
11	COc1ccc(CCNC(=O)C(NC(=O)OCc2ccccc2)C(C)C)cc1OC (stereo unspecified)	4	/	-3	-13	0	-9	-6	19	-11
12	COC(=O)c1ccc(COC(=O)CNC(=O)c2ccc(-c3ccccc3)cc2)cc1	7	-0.54	-9	-2	-9	-8	-4	8	-10
13	O=C(O)C1CC=CCC1C(=O)NCc1ccccc1 (stereo unspecified)	2	/	-2	-7	-4	-20[20 µM]	-3	2	-4
14	CCN(CC)CCOC(=O)c1ccc(N/C=C(/C#N)c2nc(-c3ccc(OC)c(OC)c3)cs2)cc1	-63	0.078	1	-62	-20	-16	-4	3	-29
15	COc1cc(COCC(O)CN2CCN(Cc3ccccc3)CC2)cc(OC)c1OC (stereo unspecified)	3	-0.0098	-11	1	-12	-18	-9	-6	-3
16	CS(=O)(=O)N(CC(=O)NCc1ccccc1Cl)C1CCCCC1	2	0.0011	-10	-15	13	-21	-3	/	-1
17	O=C(O)CCSCC(=O)c1ccc2c(c1)OCCO2	6[fluorescence artefact?]	0.045	-34	-13	-3[fluorescence artefact?]	-5	1	-1	5
18	Cc1ccc(NC(=O)CSc2nnc(Cc3cccn3C)n2-c2ccc(F)cc2)c(C)c1	5	-0.67	0	1	-2	-24	11	-5	0
19	CCc1ccc(NC(=O)CSc2nnc(-c3ccccn3)n2C)cc1	1	0.027	-14	-12	-8	-15	1	3	-4
20	Cc1sc2ncnc(Sc3nnc4sc5ccccc5n34)c2c1C	6	-1.4	-6	-5	5	-10	-5	-17	8
21	Cc1nnc(NC(=O)CSc2nc3c(c(=O)n2C)SC(C)C3)s1 (stereo unspecified)	-4[fluorescence artefact?]	-0.24	30	-2	-19[fluorescence artefact?]	-10	-6	-1	4
22	O=C(c1cccc(C(F)(F)F)c1)N1CCN(C2CCCCC2)CC1	-4[fluorescence artefact?]	-0.21	-18	-28	-5[fluorescence artefact?]	18[20 µM]	4	2	-4
23	COc1cccc(/C=C2\Sc3ccc(C(=O)NCc4cccnc4)cc3N(C)C2=O)c1	2	-1.1	-6	-1	-22	-31	8	10	-11
24	O=C(CCc1ccccc1)Nc1nnc(-c2cccs2)o1	-3	/	-9	-24	15	-11	3	10	-10

Shown field by field: two of the compounds above
22: O=C(c1cccc(C(F)(F)F)c1)N1CCN(C2CCCCC2)CC1
  eIF4E-4G inh: -4[fluorescence artefact?]; KCC2 mod: -0.21; hK5 inh: -18; EBV gp42 inh: -28; 14-3-3 Bad PPI: -5[fluorescence artefact?]; Furin inhibitor: 18[20 µM]; Thrombin inh: 4; Rad51 HR inh: 2; p47phox inh: -4
17: O=C(O)CCSCC(=O)c1ccc2c(c1)OCCO2
  eIF4E-4G inh: 6[fluorescence artefact?]; KCC2 mod: 0.045; hK5 inh: -34; EBV gp42 inh: -13; 14-3-3 Bad PPI: -3[fluorescence artefact?]; Furin inhibitor: -5; Thrombin inh: 1; Rad51 HR inh: -1; p47phox inh: 5

Three compounds from above, sorted by their value in KCC2 mod, falling:
item	compound	KCC2 mod
17	O=C(O)CCSCC(=O)c1ccc2c(c1)OCCO2	0.045
22	O=C(c1cccc(C(F)(F)F)c1)N1CCN(C2CCCCC2)CC1	-0.21
18	Cc1ccc(NC(=O)CSc2nnc(Cc3cccn3C)n2-c2ccc(F)cc2)c(C)c1	-0.67

(further entries)
item	SMILES	eIF4E-4G inh	KCC2 mod	hK5 inh	EBV gp42 inh	14-3-3 Bad PPI	Furin inhibitor	Thrombin inh	Rad51 HR inh	p47phox inh
25	CC(C)c1ccccc1NC(=O)COC(=O)CNC(=O)c1ccc(Br)cc1	-1	-0.74	-13	-16	-2[fluorescence artefact?]	-22	8	/	-3
26	COc1cccc(/C=N/NC(=O)c2cccc([N+](=O)[O-])c2)c1OS(=O)(=O)c1ccccc1	-16	0.03	-3	-13	-6	-11[20 µM]	-2	5	-8
27	c1ccc(-n2nnnc2CN2CCOCC2)cc1	4[fluorescence artefact?]	0.98	-1	-18	-3	-18	0	7	-26
28	CC(=O)SC1CC(=O)N(c2c(C)cccc2C)C1=O (stereo unspecified)	-5	0.25	3	-12	1	-18	0	18	-17
29	O=C(CC1NCCc2ccccc21)Nc1ccccc1Cl (stereo unspecified)	-2	/	3	-16	-7	-16	1	12	0
30	CCOC(=O)C1(Cc2ccccc2)CCN(Cc2cccn2-c2cccnc2)CC1	1	-1.9	4	-2	-6	-26	0	6	-4
31	CCOc1ccc(N2C(=O)CC(N(O)c3ccccc3)C2=O)cc1 (stereo unspecified)	3	/	-4	-25	-5	-7	6	/	-14
32	CCN1C(=O)C2C(c3cccc(F)c3)NC(C)(C(=O)OC)C2C1=O (stereo unspecified)	-1	0.21	-1	-18	8	-6	-9	-3	3
33	O=c1c2ccccc2nc(/C=C/c2ccc3c(c2)OCO3)n1CCCO	0	0.2	-3	-19	68	-22	-17	-20	-8
34	Cn1c(/C=N/NC(=O)c2ccccc2Br)nc2ccccc21	-1[fluorescence artefact?]	-4.9	5	-9	6[fluorescence artefact?]	4	-1	-9	-4
35	N=C1C(c2ccccc2)=C(O)CN1c1cccc(S(=O)(=O)N2CCCCC2)c1	3	-0.097	-4	-6	1	-15	3	3	-5
36	O=C1C2C3C=CC(C4CC34)C2C(=O)N1/N=C/c1ccc([N+](=O)[O-])o1 (stereo unspecified)	0	0.15	-6	6	-5	-10	4	10	-9
37	CCOC(=O)C1CCN(CCC(=O)Nc2ccc(F)cc2)CC1	-1	0.5	-7	-13	-1	-18	-8	/	13
38	CCOC(=O)c1c(-c2ccccc2)csc1NC(=O)C(C)NCc1ccco1 (stereo unspecified)	6[fluorescence artefact?]	-1.3	-6	-27	25[fluorescence artefact?]	-4	0	7	-12
39	CC(=O)N1CCN=C1SCc1ccc(C)cc1	-2	-0.64	-2	2	-2	-10	-8	3	3
40	O=C(COc1cccc2cccnc12)Nc1nccs1	4	0.27	-2	-41	-1[fluorescence artefact?]	-13	-1	6	-1
41	O=C(O)CNS(=O)(=O)c1c(Cl)cccc1Cl	-1	0.42	6	1	-9	-29	-2	2	-10
42	Cc1ccc(NC(=O)CCc2nnc(SCC(=O)Nc3ccccc3C)n2C)cc1Cl	6	/	-6	-26	2	-20[20 µM]	0	1	-5
43	CC(=O)c1cc(F)c(N2CCN(C(=O)COc3ccc(F)cc3)CC2)cc1C	-3	-0.37	-3	-10	-3[fluorescence artefact?]	-9[20 µM]	4	1	-5
44	COc1cccc(-c2cc(C(=O)NN3CCOCC3)c3ccccc3n2)c1	7[fluorescence artefact?]	0.27	-11	9	-2	-8	-6	2	-1
45	O=C(COC(=O)Cc1ccc(Br)cc1)NCC1CCCCC1	3	-1.2	-2	-3	-8	-15	-1	-163	-22
46	Cn1c(=O)[nH]c(=O)c2c1nc(N1CCCCC1)n2CC(O)CN1CCCCC1 (stereo unspecified)	-6	-0.12	11	7	-13[fluorescence artefact?]	-9	7	-6	-9
47	Cc1ccc(C)n1NC(=O)c1ccccc1	3	-5.8*	0	-7	-22[fluorescence artefact?]	-19[20 µM]	-3	-2	-11
48	Cc1cc(C)c(C(=O)c2ccc(C(=O)N(C(C)C)C(C)C)cc2)c(C)c1	6	-0.25	-3	-6	1	-14[20 µM]	0	2	-6
49	COC(=O)c1ccc(S(=O)(=O)NCc2ccccc2)n1C	0	-0.34	6	-6	4	-5	4	12	1
50	CCC(=O)N1CC2(C)CN(C(=O)CC)CC(C)(C1)C2	-6[fluorescence artefact?]	-0.44	-18	-13	-10	-9	3	7	-18
51	CC(=O)c1cc(C#N)c(N2CC(C)OC(C)C2)nc1C (stereo unspecified)	-7	0.1	-23	-5	-7	-26	0	14	1
52	Cc1nc(SCC(N)=O)c(C#N)c(C)c1C	-2	0.63	7	-5	6	4	11	1	-2
53	S=C(NCCN1CCOCC1)Nc1ccc(Nc2ccccc2)cc1	-5	-1.3	/	5	-26	-29	1	19	1
54	O=c1c2c(-c3ccccc3)csc2ncn1/N=C/c1c2ccccc2cc2ccccc12	-23	0.37	0	-6	0	-8[20 µM]	-6	/	-18
55	CCCc1c(O)nc(SCc2ccccc2)[nH]c1=O	-24	0.27	-2	-16	4	-8[20 µM]	-8	13	-12
56	Cc1cccc(NC(=O)CSC(N)=O)c1C	3[fluorescence artefact?]	0.47	16	-13	-12[fluorescence artefact?]	-27	1	2	-5
57	CC(c1ccccc1)N1C(=O)/C(=C/c2ccncc2)SC1=S (stereo unspecified)	1	-0.011	1	-7	1	-12	-13	/	-9
58	COc1ccc(CCNC(=S)NC(=O)c2cccc(Cl)c2)cc1OC	1	4.5*	-8	-4	-5	-4	-11	-6	-1
59	Cc1ccc2nc(-c3ccc(NS(=O)(=O)c4c(C)n(C)c(=O)n(C)c4=O)cc3)sc2c1	-3	i	-5	-22	0	-15	-4	-22	-45
60	COc1ccc(CNC(=O)CN2C(=O)C3CCCN3c3ncc(Cl)cc32)cc1 (stereo unspecified)	-21	-0.63	-25	-56	-19	-20[20 µM]	-4	-4	-88
61	COc1cc(NC(=O)CN2CCC(C)CC2)c(C)cc1[N+](=O)[O-]	2[fluorescence artefact?]	1.1	11	9	7	-8	-8	4	-1
62	CC1CN(CCCOc2ccc([N+](=O)[O-])cc2)CC(C)O1 (stereo unspecified)	7	0.23	-9	-10	41	-22	-2	16	-1
63	O=Cc1ccc(OCc2ccccn2)cc1	4	-0.053	-2	-7	-4[fluorescence artefact?]	-12[20 µM]	4	3	-10
64	COc1ccc(Cl)cc1CN1CCN(c2nc(C)cc(C)c2C#N)CC1	-9	/	-7	49	-1[fluorescence artefact?]	-21	-10	-14	-10
65	CC(C)c1nnc(NC(=O)CCC(=O)Nc2ccccc2)s1	-5	1	3	-8	-3	-18	-3	/	-38
66	C#CC[N+]1(CC#Cc2cccc3ccccc23)CCOCC1	-3	0.23	-1	-2	-10	-30	-7	-1	6
67	COc1ccc(Nc2nc3c([nH]2)c(=O)[nH]c(=O)n3C)cc1	-1	0.38	-7	-5	-1	-24	-2	10	-5

Bioassay records from PubChem BioAssay.
